# Screening results: PubChem BioAssay, National Center for Advancing Translational Sciences (NCATS)
# PTAP-TSG101 blk: qHTS Validation Assay for Inhibitors of HIV-1 Budding by Blocking the Interaction of PTAP/TSG101: Sytravon Library Screen; Tumor susceptibility gene 101 protein (Homo sapiens), Q99816; Fluorescence polarization, FITC-PTAP peptide/Tsg101, 20 min; Potency, µM (top dose mostly 115 µM), without a hit: top-dose activity change, negative = inhibition, hits mostly inhibitors; 44,000 tested, under 10 active; further: potency means the concentration at half of the fitted maximal effect; 0% is about no effect
#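 Compounds pinned into 10 uM Tsg101 binding domain, then 50 nM FITC-PTAP peptide added in pH 7.5 HEPES buffer; FP read after 20 min, room temperature. Total S+P intensity flags fluorescent compounds; active cut-off <25 µM, efficacy <60%.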
# B2AR arrestin ag: qHTS assay of beta-arrestin-biased ligands of beta2-adrenergic receptor: NCGC Sytravon Library Screen; HTLA Tango cells, beta-arrestin recruitment, luciferase luminescence, 18 h; Beta-2 adrenergic receptor (Homo sapiens), P07550; 44,000 tested, under 10 active; Potency, µM (doses to about 46.1 µM), for inactives: at the highest dose activation, most hits filed as activators;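 further: potency means the concentration at half of the fitted maximal effect; 0% = DMSO and full agonism = EC100 isoproterenol or metaproterenol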
# Target sequence (P07550 whole entry, looked up): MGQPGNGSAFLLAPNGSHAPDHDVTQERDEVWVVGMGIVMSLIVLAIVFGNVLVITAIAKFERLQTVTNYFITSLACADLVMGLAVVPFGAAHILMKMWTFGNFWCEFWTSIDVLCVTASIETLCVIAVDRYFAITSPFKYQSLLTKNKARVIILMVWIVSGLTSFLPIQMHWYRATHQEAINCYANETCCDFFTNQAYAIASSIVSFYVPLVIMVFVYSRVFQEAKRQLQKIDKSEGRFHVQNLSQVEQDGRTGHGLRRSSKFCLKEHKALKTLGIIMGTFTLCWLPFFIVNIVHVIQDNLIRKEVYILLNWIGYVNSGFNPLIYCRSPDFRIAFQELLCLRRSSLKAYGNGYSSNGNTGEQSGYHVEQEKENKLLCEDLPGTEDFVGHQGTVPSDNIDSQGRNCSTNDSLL
#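 Tango cell line, 1% FBS DMEM; cpd titration up to 46 microM; 18 hr, 37 degrees C, 5% CO2. Luciferin/ATP substrate mix added, 15 min RT, luminescence. %Activity, CRC fitting, curve-class categorization.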
# NTMT1 inh: Primary qHTS for Inhibitors of N-terminal methyltransferase 1 (NTMT1): MTaseGlo Assay | AID 1645870, 2021 | 59,000 tested, 2.5% active | NTMT1 MTase-Glo SAH luminescence, purified enzyme | N-terminal Xaa-Pro-Lys N-methyltransferase 1 (Homo sapiens), Q9BV86 | Potency, µM (titrated, usually from 114 µM), for inactives: top-dose activity change, negative = inhibition, hits mostly inhibitors;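 further: potency means the concentration at half of the fitted maximal effect; plate controls were DMSO vehicle for no effect and no enzyme for full effect; nearly all actives have a fitted effect of over 65% in size; many of its hits are not listed in these tables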
# Target sequence (Q9BV86 whole entry, looked up): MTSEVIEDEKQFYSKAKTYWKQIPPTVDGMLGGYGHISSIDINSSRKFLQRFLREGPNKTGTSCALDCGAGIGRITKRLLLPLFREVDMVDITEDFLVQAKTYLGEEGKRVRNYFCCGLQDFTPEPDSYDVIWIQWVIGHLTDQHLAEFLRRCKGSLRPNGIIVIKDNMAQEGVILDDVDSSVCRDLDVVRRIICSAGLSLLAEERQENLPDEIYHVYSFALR
# FH mod: Identification of activators of human fumarate hydratase by quantitative high-throughput screening; Potency, µM (titrated, usually from 79.9 µM), for the others: top-dose activity change, negative = inhibition, most hits filed as inhibitors; Fumarate hydratase, mitochondrial (Homo sapiens), P07954; FH coupled MDH/diaphorase resazurin fluorescence, 15 min; 54,000 tested, 0.22% active; further: potency means the concentration at half of the fitted maximal effect; on the % scale 0 is the no-effect control and ±100 the full control effect; the screen sought activators but most active calls are inhibition curves; nearly all actives have a fitted effect of over 45% in size
# p53null 39C tox: qHTS Screen for Compounds that Selectively Target Cancer Cells with p53 Mutations: Cytotoxicity of p53 Null Cells at the Nonpermissive Temperature; H1299 p53-null (neo) cells, 39C, ATPlite viability, 24 h; AID 904, 2007; 55,000 tested, 0.97% active; Potency, µM (top dose mostly 46.1 µM), for inactives: at the highest dose activity, negative = cell killing, most hits filed as cytotoxic;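 further: potency means the concentration at half of the fitted maximal effect; 0% = DMSO only and -100% = full killing by 100 µM tamoxifen; nearly all actives have a fitted effect of over 50% in size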
#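 Luminescent ATP signal reported cell survival after H1299 lines (neo, p53 null; or p53 A138V) received up to 46 uM compound and 24 hr incubation at 39C.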
# GALK inhibitor: qHTS Assay for Inhibitors of Human Galactokinase (GALK): NCGC Sytravon Library Screen | Potency, µM (titrated, usually from 57.5 µM), without a hit: top-dose activity, negative = inhibition, actives largely listed as inhibitors | P51570 | recombinant GALK, Kinase-Glo ATP luminescence, 1 h | 44,000 tested, under 10 active;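 further: plate controls were full GALK reaction for no effect and reaction lacking GALK for full effect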
# Target sequence (P51570 whole entry, looked up): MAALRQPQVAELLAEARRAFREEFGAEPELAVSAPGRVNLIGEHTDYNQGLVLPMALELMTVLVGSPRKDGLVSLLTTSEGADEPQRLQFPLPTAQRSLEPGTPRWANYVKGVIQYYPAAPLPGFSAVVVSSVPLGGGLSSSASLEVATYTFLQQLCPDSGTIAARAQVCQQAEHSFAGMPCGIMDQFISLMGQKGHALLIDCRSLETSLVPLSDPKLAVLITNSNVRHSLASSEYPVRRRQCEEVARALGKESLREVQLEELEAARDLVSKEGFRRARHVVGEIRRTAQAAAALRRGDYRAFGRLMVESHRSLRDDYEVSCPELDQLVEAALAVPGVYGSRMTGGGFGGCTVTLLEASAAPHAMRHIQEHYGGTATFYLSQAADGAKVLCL
#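 5 nM GALK; 35 uM ATP; 100 uM D-galactose; 20 mM HEPES pH 8.0, 5 mM MgCl2, 60 mM NaCl, 1 mM DTT, 0.01% BSA; 1 h RT; Kinase-Glo Plus luminescence.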
# p53null 32C tox: qHTS Screen for Compounds that Selectively Target Cancer Cells with p53 Mutations: Cytotoxicity of p53 Null Cells at the Permissive Temperature. Potency, µM (top dose mostly 46.1 µM), inactives show top-dose activity change, negative = cytotoxicity, usual class: cytotoxic. 55,000 tested, 0.62% active. H1299-neo p53 null cells, ATP luminescence, 24 h, 32C;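 further: potency means the concentration at half of the fitted maximal effect; 0% = DMSO only and -100% = full killing by 100 µM tamoxifen; nearly all actives have a fitted effect of over 55% in size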
#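 Luminescent ATP readout gave cell viability of p53-null H1299-neo cells after a 24 h compound exposure at the permissive 32C. Titrations ran up to 46 uM, and AC50s were fitted with the standard Hill equation.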
# The depositor's hits bear a star; ? = inconclusive; . = no result given; [ ] = another dose, or the depositor's remark. The call rests on the fitted dose curve; in most records, active means well fitted curve in the direction sought with a large enough effect; inconclusive means small, poorly fitted or top-dose-only effect, or another doubt; inactive means no such curve, though single readings can be large; an effect the other way counts as inactive or inconclusive.
mol,PTAP-TSG101 blk,NTMT1 inh,B2AR arrestin ag,FH mod,GALK inhibitor,p53null 32C tox,p53null 39C tox
COc1cc(NC(=O)c2nc3ccccc3nc2C)cc(OC)c1OC,-0.3%,?,-1.7%,-5.7%,1.6%,-2.3%,-8.6%
Cc1cc(C)n2c(Nc3ccc(Cl)cc3)c(-c3ccsc3)nc2n1,-8.0%,-17.7%,-0.6%,6.5%,-1.6%,11.1%,-13.1%
O=C(Nc1sc2c(c1C(=O)Nc1cccc(Cl)c1)CCCC2)c1cccs1,1.4%,25.1µM*,0.7%,8.7%,2.3%,2.6%,3.5%
Cc1c(Cl)cccc1-n1c(CCC(=O)O)ccc1-c1cccs1,-0.2%,-1.3%,0.8%,-4.4%,-15.7%,11.8%,-19.4%
CC(CNC(=O)Cn1ncc2c3ccccc3n(Cc3cccc(Cl)c3)c2c1=O)c1ccccc1 (stereo unspecified),56.4%[activator],-3.8%,-2.4%,6.6%,0.6%,-16.4%,?
Cc1cc(C)cc(N2C(=O)CSC23C(=O)N(CC(=O)NCCc2ccccc2)c2ccccc23)c1 (stereo unspecified),-5.0%,16.7%,1.9%,-1.8%,2.6%,17.9%,-20.3%
O=C(OCC1CCCO1)c1ccc2c(c1)N(Cc1ccccc1Cl)C(=O)c1ccccc1S2(=O)=O (stereo unspecified),-5.0%,-0.3%,0.3%,-6.9%,0.0%,2.9%,5.3%
Cc1ccccc1CN1C(=O)C(O)(c2c[nH]c3ccccc23)c2cc(Cl)ccc21 (stereo unspecified),-8.9%,-6.2%,0.9%,?,5.6%,?,?
COc1ccc(CNC(=O)CCNS(=O)(=O)c2cccc3nsnc23)cc1,0.3%,-1.7%,0.7%,-0.3%,0.0%,6.6%,24.8%
CN(C)S(=O)(=O)c1ccc(C(=O)Nc2ccc(-n3nncc3-c3ccccc3)cc2)cc1,-3.8%,-7.7%,0.6%,18.6%,0.8%,-4.5%,16.2%
CCOc1ccc(-n2ccnc2SCC(=O)Nc2nc3ccc(C)cc3s2)cc1,0.1%,18.6%,0.3%,17.4%,1.7%,8.1%,11.7%
Cc1ccc(-n2ncc3c(N4CCCCC4)ncnc32)cc1Cl,-2.3%,-17.6%,-1.0%,-13.5%,-0.1%,?,6.9%
CCCOc1ccc(C(=O)N(Cc2ccc(Cl)cc2)Cc2ccco2)cc1,3.7%,3.6%,-0.6%,-11.9%,1.6%,36.9%[activator],42.2%[activator]
CCOC(=O)Cn1c(=O)n(CC2CCCO2)c2nc(-c3ccc(OC)cc3OC)nc(C(N)=O)c21 (stereo unspecified),-5.5%,-0.7%,2.7%,0.8%,-1.5%,2.3%,1.3%
COc1ccc2c(c1)c1c(c(=O)n(Cc3ccccc3)c(=O)n1Cc1cc(C)ccc1C)n2C,2.6%,-2.9%,-0.2%,2.1%,0.4%,0.8%,-12.4%
CC(=O)N1CCCc2cc(S(=O)(=O)N3CCCC(C(=O)NCc4ccccc4Cl)C3)ccc21 (stereo unspecified),1.0%,2.8%,-0.9%,-12.7%,-1.0%,6.9%,42.0%[activator]
Cc1ccc2nc(-c3ccc(Cl)c(NC(=O)c4cccc([N+](=O)[O-])c4C)c3)oc2c1,-6.2%,14.2%,1.1%,0.7%,-0.7%,-26.6%,-17.0%
Cc1cc(C)c(NC(=O)CSc2nncn3c2cc2oc(C)cc23)c(C)c1,-1.1%,-0.9%,-0.1%,4.5%,0.0%,4.9%,-7.7%
CCOCCCNC(=O)N1CCN(S(=O)(=O)c2ccc3c(ccn3C)c2)CC1,4.7%,1.7%,-0.3%,-5.0%,0.4%,-8.2%,0.0%
CSc1cccc(NC(=O)Cn2nc(C)c3sc4ccccc4c3c2=O)c1,-10.4%,8.6%,-0.4%,-9.2%,2.6%,4.2%,10.5%

# Another view of 3 compounds above:
# Second line of a record – PTAP-TSG101 blk, NTMT1 inh, B2AR arrestin ag, FH mod, GALK inhibitor, p53null 32C tox, p53null 39C tox
- CCOC(=O)Cn1c(=O)n(CC2CCCO2)c2nc(-c3ccc(OC)cc3OC)nc(C(N)=O)c21 (stereo unspecified)
 : -5.5%, -0.7%, 2.7%, 0.8%, -1.5%, 2.3%, 1.3%
- COc1ccc2c(c1)c1c(c(=O)n(Cc3ccccc3)c(=O)n1Cc1cc(C)ccc1C)n2C
 : 2.6%, -2.9%, -0.2%, 2.1%, 0.4%, 0.8%, -12.4%
- CC(=O)N1CCCc2cc(S(=O)(=O)N3CCCC(C(=O)NCc4ccccc4Cl)C3)ccc21 (stereo unspecified)
 : 1.0%, 2.8%, -0.9%, -12.7%, -1.0%, 6.9%, 42.0%[activator]

# (next part)
mol,PTAP-TSG101 blk,NTMT1 inh,B2AR arrestin ag,FH mod,GALK inhibitor,p53null 32C tox,p53null 39C tox
CS(=O)(=O)CC[C@@H](C(=O)NCCc1ccccc1)N1Cc2ccccc2C1=O,-1.1%,12.4%,-1.6%,-1.3%,-0.7%,-0.8%,14.6%
CCOC(=O)CNC(=O)N1CCN(c2nnc(C)c3c(C)n(-c4ccc(Cl)cc4)nc23)CC1,-1.5%,4.5%,0.4%,4.6%,1.9%,1.0%,-11.8%
CCn1c(CN2CCN(c3cccc(Cl)c3)CC2)nc2c1c(=O)[nH]c(=O)n2C,-1.9%,-1.1%,-1.7%,-7.3%,-0.1%,?,-6.3%
O=C(O)c1c(CNCc2cccc(F)c2)c2ccccc2n1Cc1ccccc1,-3.3%,-3.6%,8.3%,-6.9%,0.7%,0.0%,-4.0%
CN(C)c1ccc(NC(=O)C2(c3cccs3)CCOCC2)cc1,5.9%,-26.4%,-1.5%,-19.5%,-0.5%,-4.0%,19.5%
Cc1ccc(CSCC(=O)N2CCN(c3ccccc3F)CC2)cc1,-5.2%,-2.8%,-0.8%,-5.3%,-0.8%,-4.8%,-0.9%
Cc1ccc(C)c(NC(=O)CSc2nnc(NC(=O)Nc3ccccc3)s2)c1,4.3%,9.8%,-3.2%,2.1%,-0.8%,-14.1%,10.5%
COc1ccc(CNC(=O)c2cnc3sc4cc(OC)ccc4n3c2=O)cc1,-0.2%,-19.6%,-0.2%,-1.7%,0.3%,-0.4%,-22.0%
CCOc1ccc(-c2cc(C(=O)NCCc3ccc(OC)c(OC)c3)[nH]n2)cc1,-2.3%,22.5%,-1.0%,6.2%,0.5%,-3.6%,4.4%
CC(C)c1cnc2c(c1SCC(=O)Nc1cccc(F)c1)c(=O)n(C)c(=O)n2C,0.2%,-14.1%,0.1%,-5.1%,1.0%,-11.5%,-6.4%
CC(=O)N1CCc2cc(CNC(=O)c3ccccc3Br)ccc21,-1.9%,0.2%,-2.8%,-38.8%,-1.7%,-5.2%,6.8%
CCc1cccc(C)c1NC(=O)CCCN1C(=O)C(c2ccccc2)Oc2cccnc21 (stereo unspecified),0.1%,13.3%,0.2%,-1.7%,-7.8%,-9.5%,8.0%
COc1ccc(NCc2cc3cc4c(cc3n(CC(=O)Nc3ccc(F)cc3)c2=O)OCCO4)cc1,0.5%,14.2%,0.0%,-20.2%,1.1%,2.4%,-5.0%
CSc1ncc(Cl)c(C(=O)N(Cc2ccc(C(C)C)cc2)C2CCS(=O)(=O)C2)n1 (stereo unspecified),-4.3%,-27.8%,-0.5%,-22.5%,2.5%,15.9%,-3.9%
Cc1nc(SCC(=O)Nc2ccc(Cl)cc2C(F)(F)F)[nH]c(=O)c1Cc1ccccc1,0.6%,3.5%,1.1%,-3.8%,1.9%,-5.7%,-11.8%
CCc1ccc(NC(=O)c2ccc(F)c(S(=O)(=O)N3CCN(c4cc(C)ccc4C)CC3)c2)cc1,-6.8%,-2.3%,0.1%,-18.7%,-2.1%,-1.7%,0.4%
COC(=O)c1ccccc1NC(=O)CN1C(=O)COc2ccc(Cl)cc21,-8.6%,.,0.2%,.,0.7%,-5.0%,-11.2%
COc1ccc(CNC(=O)c2cc(Nc3ccc(C)cc3C)nc3ccccc23)cc1,-0.4%,10.5%,1.0%,-25.0%,6.8%,21.2%,-4.3%
Cc1cccc(Nc2nc3c(S(=O)(=O)c4ccc(Br)cc4)nnn3c3ccsc23)c1C,1.4%,0.6%,2.1%,-19.3%,?,1.8%,?
Cc1ccc(-n2c(=O)c3oc4ccccc4c3n(Cc3ccccc3)c2=O)cc1C,-7.7%,5.7%,?,-6.9%,-7.2%,-3.4%,-20.2%
CCOc1ccc(S(=O)(=O)Nc2ccc3c(c2)c(C(C)=O)c(C)n3S(=O)(=O)c2ccc(OCC)cc2)cc1,0.4%,19.8%,0.7%,-8.6%,0.6%,8.3%,-0.9%
CCc1nn2c(=O)c(S(=O)(=O)Nc3ccc(OC)c(Cl)c3)c(C)nc2s1,-0.3%,.,0.3%,.,0.6%,-5.8%,-10.8%
O=C(Nc1cccc(Cl)c1)c1ccc2nc(Cc3ccccc3)oc2c1,-2.8%,4.0%,-0.7%,?,-3.5%,20.5%,?
COc1cc(C(=O)Nc2ccccc2-c2nc(-c3ccc(C)cc3)no2)cc(OC)c1OC,-0.2%,?,-3.2%,-2.8%,-9.2%,-1.0%,3.0%
Cc1ccccc1CN1c2ccccc2-c2nc(SCC(N)=O)ncc2S1(=O)=O,-0.9%,-2.9%,2.3%,9.3%,1.5%,-1.7%,2.5%
O=C(CN1C(=O)C2(SCC(=O)N2c2ccc(F)c(F)c2)c2ccccc21)Nc1cccc(Cl)c1 (stereo unspecified),-7.0%,17.3%,0.3%,?,1.8%,9.3%,-9.6%
Cc1ncc(CO)c2c1Oc1nc(-c3ccc(F)cc3)nc(SCc3ccc(F)cc3Cl)c1C2,-3.2%,-0.2%,-0.4%,-5.3%,0.9%,0.4%,7.4%
COc1ccc(-c2nc(SCC(=O)Nc3ccc4c(c3)OCO4)c(-c3ccc(OC)cc3)[nH]2)cc1,-7.7%,?,-2.0%,-21.7%,-0.8%,-27.0%,?
COc1ccc(C)cc1NC(=O)C(=O)NCCc1csc(-c2ccc(C)cc2)n1,-0.2%,20.0%,-0.3%,-2.8%,3.5%,-1.1%,-0.5%
Cc1cccc(NC(=O)CSc2nc(-c3cccs3)cc(C(F)(F)F)c2C#N)c1,6.6%,-6.0%,-0.1%,6.8%,-1.9%,-19.6%,?

# These rows are one share of the data (hit frequency here may not be typical).
